MBNL1 CUG block: qHTS Assay for Inhibitors of MBNL1-poly(CUG) RNA binding. hit rate 0.036% among 280,000. Muscleblind-like protein 1 (Homo sapiens), Q9NR56. TR-FRET MBNL1-His/biotin-(CUG)12 binding, 665/545 ratio. Potency, µM (top dose mostly 57.5 µM), for the others: top-dose activity change, negative = inhibition, usual class: inhibitors; active = well fitted inhibition curve with a large enough effect in the signal ratio, with a control signal flat, not every such curve was filed as active; inconclusive = small, poorly fitted or top-dose-only effect, or effect the other way, or a change in a side signal; inactive = no such curve, though single readings can be large or run the other way; the % refers to the signal ratio; note: % is set by controls: 0 for no effect and ±100 for the full control effect
Target sequence (Q9NR56 whole entry, looked up): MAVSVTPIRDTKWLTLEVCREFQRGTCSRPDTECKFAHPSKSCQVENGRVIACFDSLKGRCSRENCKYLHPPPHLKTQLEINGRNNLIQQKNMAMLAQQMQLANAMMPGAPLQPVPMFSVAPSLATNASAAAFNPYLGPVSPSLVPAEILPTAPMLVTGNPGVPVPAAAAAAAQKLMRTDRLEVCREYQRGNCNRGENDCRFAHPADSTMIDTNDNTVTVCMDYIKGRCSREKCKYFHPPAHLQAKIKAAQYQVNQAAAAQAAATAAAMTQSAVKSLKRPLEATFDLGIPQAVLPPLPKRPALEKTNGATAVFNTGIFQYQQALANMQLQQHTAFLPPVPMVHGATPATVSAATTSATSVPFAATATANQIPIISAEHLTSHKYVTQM
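Compounds (final 92 nM to 58 uM) are added to His-tagged MBNL1 and biotin-(CUG)12, then terbium anti-His antibody and streptavidin-XL665 (5 nM final). After 60 min at room temperature, the 665/545 nm ratio is read.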
FLuc modulator: qHTS profiling assay for firefly luciferase inhibitor/activator using purifed enzyme and Km concentrations of substrates (counterscreen for miR-21 project). hit rate 6.9% among 360,000. AID 588342, 2011. Potency, µM (titrated, usually from 57.5 µM), for the others: top-dose activity change, negative = inhibition, most hits filed as inhibitors. Luciferin 4-monooxygenase (Photinus pyralis), P08659. purified FLuc, Km substrates, luminescence inhibition;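 note: plate controls were vehicle for no effect and reference inhibitor for full effect; nearly all actives have a fitted effect of over 55% in size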
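Purified P. pyralis luciferase (10nM final) with 10uM D-luciferin and 10uM ATP (Km levels) in 50mM Tris acetate pH 7.5, 10mM Mg acetate, 0.01% Tween-20, 0.05% BSA; qHTS 6-point titration, ~60 µM downward; luminescence read.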
Gal4-VP16 FLuc: VP16 counterscreen qHTS for inhibitors of ROR gamma transcriptional activity; Potency, µM (doses to about 53.6 µM), without a hit: at the highest dose activity, negative = inhibition, most hits filed as inhibitors; hit rate 3.5% among 310,000; AID 2546, 2010; Drosophila S2 Gal4-VP16 UAS-luciferase, luminescence, 20 h;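 note: Gal4-VP16 expression switched on by copper sulfate through the metallothionein promoter; % is set by controls: 0 for no effect and ±100 for the full control effect; nearly all actives have a fitted effect of over 50% in size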
BRCA1 expr up: qHTS Assay to Identify Small Molecule Activators of BRCA1 Expression | MCF7-BRCA1-FFLuc reporter, luminescence, 48 h; response scale: scaled: vehicle 0%, 10 µM genistein 100% | Potency, µM (doses to about 46.1 µM), inactives show at the top dose activation, most hits filed as activators | hit rate 1.1% among 380,000 | AID 624202, 2012; note: nearly all actives have a fitted effect of over 80% in size; some results filed as inactive show a strong effect at the top dose
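48 h compound treatment of MCF7-BRCA1-FFLuc cells (phenol-red free MEM, 37 °C), then 15 min with luciferase substrate and luminescence imaging.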
Rab9 prom act: qHTS Assay for Rab9 Promoter Activators. Huh7 Rab9 promoter-luciferase reporter, luminescence, 24 h. Potency, µM (highest dose often 9.22 µM), without a hit: at the top dose activation, negative = inhibition, usual class: activators. hit rate 2.8% among 320,000; note: % of control where 0% means no effect; nearly all actives have a fitted effect of over 60% in size
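Stable Rab9-luc Huh7, 1500 cells/well, 2 h settle; cmpd in DMSO, 24 h, 37 °C/5% CO2; luciferase reagent 10 min RT; luminescence.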
ELG1 genotox: qHTS screen for small molecules that induce genotoxicity in human embryonic kidney (HEK293T) cells expressing luciferase-tagged ELG1. Potency, µM (doses to about 46 µM), without a hit: at the highest dose activity change, positive = activation, hits mostly activators. hit rate 1.3% among 330,000. HEK293T ELG1-luciferase reporter, luminescence, 16 h; note: % of control where 0% means no effect; nearly all actives have a fitted effect of over 60% in size
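Genotoxicity was scored as increased ELG1-luciferase reporter signal, measured by ONE-Glo luminescence (30 min, room temperature). Compound or vehicle exposure of the HEK293T reporter cells lasted 16 hr at 37°C.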
uPA generation: qHTS for Inhibitors of Cell Surface uPA Generation; hit rate 0.31% among 330,000; cell surface uPA generation assay, qHTS; Potency, µM (top dose mostly 38.3 µM), without a hit: top-dose activity change, negative = inhibition, hits mostly inhibitors; active = well fitted inhibition curve with a large enough effect; inconclusive = small, poorly fitted or top-dose-only effect; inactive = no such curve, though single readings can be large or run the other way; tested in mouse RAW 264.7 cells; note: % is set by controls: 0 for no effect and ±100 for the full control effect; nearly all actives have a fitted effect of over 55% in size
NPC1 prom act: qHTS Assay for NPC1 Promoter Activators; Potency, µM (titrated, usually from 9.22 µM), for the others: top-dose activation, most hits filed as activators; hit rate 2.4% among 320,000; Huh7 NPC1 promoter luciferase reporter, 24 h;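 note: % of control where 0% means no effect; nearly all actives have a fitted effect of over 60% in size; reporter is driven by a mutant NPC1 promoter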
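Luciferase expression driven by the NPC1 promoter was measured in stably transfected Huh7 cells after a 24 h compound incubation, using a luciferase reagent and a luminescence read.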
RORgamma inh: qHTS for inhibitors of ROR gamma transcriptional activity; Nuclear receptor ROR-gamma (Mus musculus), P51450; Drosophila S2 Gal4-RORgamma UAS-luciferase reporter, 20 h; Potency, µM (top dose mostly 53.6 µM), for inactives: at the top dose activity change, negative = inhibition, hits mostly inhibitors; hit rate 5.4% among 310,000; note: % is set by controls: 0 for no effect and ±100 for the full control effect; nearly all actives have a fitted effect of over 60% in size
Target sequence (P51450 whole entry, looked up, the tested form may be a part): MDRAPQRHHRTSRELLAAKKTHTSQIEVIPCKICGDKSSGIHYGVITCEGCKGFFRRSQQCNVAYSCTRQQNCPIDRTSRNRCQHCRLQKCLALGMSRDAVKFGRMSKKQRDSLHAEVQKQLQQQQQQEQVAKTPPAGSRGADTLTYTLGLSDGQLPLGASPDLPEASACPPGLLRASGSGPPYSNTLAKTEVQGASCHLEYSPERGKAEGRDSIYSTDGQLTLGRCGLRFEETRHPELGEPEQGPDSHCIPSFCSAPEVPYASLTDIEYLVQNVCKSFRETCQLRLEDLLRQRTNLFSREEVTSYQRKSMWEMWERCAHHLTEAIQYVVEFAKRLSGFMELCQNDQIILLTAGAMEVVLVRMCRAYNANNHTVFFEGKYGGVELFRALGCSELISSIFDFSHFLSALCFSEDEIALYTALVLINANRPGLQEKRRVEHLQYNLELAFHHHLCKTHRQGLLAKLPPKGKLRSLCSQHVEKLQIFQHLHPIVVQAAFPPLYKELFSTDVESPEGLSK
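Schneider cells (Drosophila), stable Gal4 DBD–ROR gamma + UAS-luc; 1 hr cmpd preincubation; Cu2+ induction 700 uM final; 20 hr ambient; luminescence.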
p53 reactivator: qHTS assay for re-activators of p53 using a Luc reporter | H1299 p53-A138V BP100-luciferase reporter, luminescence, 24 h | Potency, µM (series often up to 92.2 µM), for inactives: top-dose activity change, positive = activation, hits mostly activators | hit rate 0.063% among 320,000; note: % of control where 0% means no effect; nearly all actives have a fitted effect of over 45% in size
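H1299 (p53-null), stable ts p53-A138V + BP100-Luc; 1000 cells/well, Opti-MEM/10% FBS; cpd 4 pt, 1:5; 24 h, 37 deg C, 5% CO2; detection reagent 10 min RT; luminescence.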
* hit, by the source's call; ? = inconclusive; nt = no result given; & = joins results of further samples; [ ] = another dose, or the depositor's remark. Unless noted, calls come from the whole dose curve; as a rule, active = well fitted curve in the direction sought with a large enough effect; inconclusive = small, poorly fitted or top-dose-only effect, or another doubt; inactive = no such curve, though single readings can be large; an effect the other way counts as inactive or inconclusive. Potency is the fitted concentration of half-maximal effect. Rows were taken by chance; overall some 13% were active at least once.

SMILES	MBNL1 CUG block	FLuc modulator	Gal4-VP16 FLuc	BRCA1 expr up	Rab9 prom act	ELG1 genotox	uPA generation	NPC1 prom act	RORgamma inh	p53 reactivator
O=C(COC(=O)c1ccc(S(=O)(=O)Nc2ccccc2)cc1)NCCC1=CCCCC1	nt	6%	-5%	-22%	-7%	2%	2%	-11%	-15%[10 µM]	-4%
COc1ccc(CC(=O)OCC(=O)NCc2ccc(C)cc2)cc1OC	nt	nt	nt	-3%	nt	-2%	-3%	nt	nt	1%
CNc1nnc(-c2ccncc2)s1	14%	3%	14%	21%	-4%	-8%	0%	0%	-17%	-10%
O=C(NCC1(c2ccccc2)CCCC1)c1ccc(Br)o1	-5%	4%	-8%	-15%	-5%	11%	1%	-2%	26%	3%
O=c1[nH]c(/C=C\c2cccc(F)c2)nc(O)c1[N+](=O)[O-]	-3%	-11%	3%	-17%	-3%	0%	1%	-1%	25%[1.91 µM]	nt
CCc1nc(SCC(=O)NC2CCCC2)c2c(=O)n(C)c(=O)n(C)c2n1	-5%	3%	1%	-3%	1%	2%	0%	-11%	-25%	0%
CN(C)S(=O)(=O)c1ccc(C(=O)Nc2nnc(-c3cccs3)o2)cc1	0%	?	1.3µM*	-23%	-7%	-10%	?	1%	0.63µM*	8%
CC(C)Oc1cccc(C(=O)NC(=S)Nc2ccccc2N2CCOCC2)c1	1%	3%	5.6µM*	-11%	16%	-1%	1%	-6%	5.6µM*	?
CNC(=S)Nc1ccc(N2CCCC2)c(S(=O)(=O)Nc2ccc(OC)cc2)c1	nt	nt	nt	-48%	nt	0%	?	nt	nt	-7%
CCOC(=O)c1[nH]c2ccccc2c1NC(=O)CC	4%	-1%	20%	-45%	-1%	-3%	-22%	6%	-17%	5%
O=C(O)c1cccc(NS(=O)(=O)c2ccc3c(c2)C(=O)c2ccccc2C3=O)c1	nt	-13%	-8%	11%	-2%	0%	11%	2%	19%	4%
O=C(O)CCn1cc(-c2ccc(F)cc2)nc1-c1ccncc1	nt	3%	nt	3%	-8%	0%	7%	-2%	nt	8%
CCn1c(CNc2ccc(C)cc2)nnc1SCC(N)=O	3%	-1%	-3%	-22%	-2%	-3%	2%	-6%	?	-9%
COc1ccc(OC)c(CNC(=O)C2CCN(S(=O)(=O)N3CCCCC3)CC2)c1	2%	-1%&-3%	-7%	0%	1%	0%	5%	-2%	11%	-3%
Cc1ccc(S(=O)(=O)NCC(=O)N(CC2CCCO2)C(C(=O)NC2CCCC2)C(C)C)cc1 (stereo not given)	2%	0%	-4%	-13%	-2%	-10%	7%	1%	6%	-9%
CCN(CC(=O)Nc1ccc(NC(C)=O)cc1)C(=O)CSc1nnc(-c2ccco2)n1CC	nt	6%	nt	-10%	-4%	-2%	8%	-4%	nt	0%
COCCn1c(NCc2ccccc2)nc2c1c(=O)[nH]c(=O)n2C	-7%	7%	14%	-9%	-2%	8%	-7%	-2%	-8%	-5%
CCOc1ccccc1OCCNC1CCCC1	-8%	2%	0%	14%	-6%	0%	?	-5%	0%	-4%
O=[N+]([O-])c1ccc(CSc2nnc(Cc3ccccc3)o2)cc1	?	5%	3%	-3%	0%	-6%	-7%	-2%	37%	-3%
Cc1ccc2oc(=O)c(/C=C(\O)c3ccccc3)nc2c1	6%	?	?	7.1µM*	-2%	-5%	?	0%	?	?
Cc1ccc(S(=O)(=O)N2CCN(C(=O)c3ccc(N4CCCCC4)c([N+](=O)[O-])c3)CC2)cc1	?	4%	-2%	2%	-5%	-14%	-4%	-11%	?	-12%
COc1ccc(OC)c(NS(=O)(=O)c2ccc(N3CCCC3=O)cc2)c1	-3%	2%	-4%	-68%	-8%	1%	-23%	-4%	1%	18%
S=C1NCN(C2CCCCC2)CN1CCc1ccccc1	nt	-1%	4µM*	-9%	-4%	-4%	5%	-1%	2.8µM*	2%
COc1ccc(CN2CCNC(=O)C2CC(=O)NC2Cc3ccccc3C2)c(OC)c1 (stereo not given)	-3%	-1%	1%	0%	-5%	-1%	11%	-7%	15%	1%
O=C1COc2ccc(C(=O)COC(=O)Cc3ccccc3F)cc2N1	-5%	-20%	-4%	-8%	0%	-1%	nt	3%	30%	1%
CCOc1cc(S(=O)(=O)N(CC)CC)ccc1F	-3%	-1%	4%	5%	-1%	1%	nt	1%	42%	-3%
Cc1cc(C(=O)N(C)Cc2c(F)cccc2Cl)c2ccccc2n1	1%	-2%	?	15%	-4%	-6%	-2%	1%	21%	4%
CCCCC(O)(c1ccccc1)C(CN1CCOCC1)c1ccccc1 (stereo not given)	1%	1%	-6%	-3%	-2%	-11%	11%	-3%	2%	1%
COC(=O)c1cc(S(=O)(=O)NCCc2ccccc2)c[nH]1	-8%	-3%	-1%	-2%	9%	-4%	0%	0%	15%	13%
Cc1ccc(N2C(=O)CC(Sc3cccs3)C2=O)cc1 (stereo not given)	6%	-1%	7.9µM*	17%	0%	-8%	?	0%	11µM*	2%
CCCCc1nnc2c(N(C)S(=O)(=O)c3ccccc3)nc3ccccc3n12	-4%	2%	?	-5%	-3%	6%	-6%	8%	41%	0%
Cn1c(=O)c2[nH]c(-c3cccnc3)nc2n(C)c1=O	-5%	-9%	4%	-26%	-1%	0%	-7%	-3%	3%	28%
Cc1ccc(CS(=O)Cc2ccc(C(=O)NC3CCCCC3)o2)cc1 (stereo not given)	-1%	0%	-3%	-7%	-9%	-1%	-2%	-2%	9%	4%
Cc1ccn(C(C)CC(=O)Nc2ccc(-c3ccno3)cc2)n1 (stereo not given)	-3%	0%	6%	2%	-2%	-1%	10%	-4%	-1%	-2%
C=C(C)CSC1=C(C#N)C(c2ccsc2)CC(=O)N1 (stereo not given)	8%	0%[2.3 µM]	25%	-22%	-7%	-1%	-2%	2%	-1%	-1%
Oc1ccccc1N1CCN(C(c2ccccc2)c2ccccc2)CC1	0%	-2%	19%	-21%	-1%	-2%	-1%	-4%	-6%	7%
C=CCn1c(SCC(=O)Nc2cc(C)ccc2C)nnc1-c1cnccn1	-8%	-1%	-21%	10%	14%	4%	3%	1%	-10%	-21%
Cc1ccc(C(C)NC(=O)c2c(-c3ccccc3)noc2C)cc1C (stereo not given)	-4%	5%	23%	-14%	7%	-10%	-4%	-3%	24%	-8%
Cc1c(NC(=S)Nc2ccc(Cl)cc2)c(=O)n(-c2ccccc2)n1C	4%	-1%	-14%	-9%	-6%	-5%	31%	-3%	-2%	11%
CN1CCN(C(=O)C23CCC(C)(c4nc5ccccc5nc42)C3(C)C)CC1 (stereo not given)	7%	2%	-3%	4%[1.84 µM]	-3%	2%	5%	2%	-4%	-6%
CC(=O)N1CCOc2ccc(S(=O)(=O)N(C)c3ccc(C)cc3)cc21	-7%	-2%	-25%	4%	4%	1%	-14%	0%	3%	-3%
O=C(NCc1ccco1)c1ccc(CS(=O)(=O)Cc2ccc(F)cc2)o1	5%	-1%	2%	-12%	0%	-3%	3%	-3%	?	-3%
CC(C)c1ccc(NS(=O)(=O)c2ccc(N3C(=O)CCC3=O)cc2)cc1	-12%	-1%	-10%	4%	-2%	-6%	0%	1%	?	-2%
CCn1ccnc1C(O)c1ccccc1OC (stereo not given)	-2%	?	5%	0%&11%	-4%	-4%	1%	0%	-31%	1%
COc1ccc(OC)c(NC(=O)CCN2CCN(c3ccccc3)CC2)c1	3%	0%	0%	-21%	8%	-1%	14%	0%	29%	-5%
Cc1ccc(C(=O)Nc2ccccc2C(=O)N2CCCC(C)C2)cc1 (stereo not given)	0%	-1%	-1%	15%	4%	-1%	6%	0%	12%	-9%
COCCNC(=O)c1ccc(-n2c(SCc3cccnc3)nc3ccccc3c2=O)cc1	-15%	1%	-21%	-15%	20%	?	2%	26%	-7%	-3%
C[C@]12CCC(=O)C=C1CC[C@@H]1[C@@H]2[C@@H](O)C[C@]2(C=O)[C@@H](C(=O)CO)CC[C@@H]12	nt	0%	nt	21%	-1%	14%	18%	-1%	nt	0%
OCC1(CCc2ccccc2)CCCN(CCCC(F)(F)F)C1 (stereo not given)	3%	-1%	1%	-34%	-10%	-2%	-12%	1%	-12%	-4%
CC(=O)c1ccc(NCC(=O)N2CCN(S(=O)(=O)c3ccccc3)CC2)cc1	nt	3%	nt	-5%	-1%	-3%	-8%	-1%	nt	1%
O=C(O)C(c1ccccc1)C(c1ccccc1)c1ccccc1 (stereo not given)	-22%	?	4%	1%	-11%	0%	-3%	-6%	2%	-3%
CC(C)C[C@H](NC(=O)OC(C)(C)C)c1nnc(SCc2ccccc2)o1	-5%	6%	14%	-1%	-11%	-11%	6%	-1%	13%	-5%
O=C(Nc1nc2ccccc2n1CCN1CCOCC1)c1ccccc1	-8%	-12%	3.5µM*	-5%	6%	-10%	2%	1%	2.8µM*	?
